PV pol inh: poliovirus RNA polymerase inhibition; poliovirus polymerase elongation, fluorescence polarization; stronger effect = lower value; % elongation, % (compound at 16.7 µg/mL); actives 0.66% (n = 150,000); AID 588519; in the data active = % elongation below about 90%; also: some results filed as inactive read as strong as hits
Target sequence (P03300 1749-2209 limits assumed): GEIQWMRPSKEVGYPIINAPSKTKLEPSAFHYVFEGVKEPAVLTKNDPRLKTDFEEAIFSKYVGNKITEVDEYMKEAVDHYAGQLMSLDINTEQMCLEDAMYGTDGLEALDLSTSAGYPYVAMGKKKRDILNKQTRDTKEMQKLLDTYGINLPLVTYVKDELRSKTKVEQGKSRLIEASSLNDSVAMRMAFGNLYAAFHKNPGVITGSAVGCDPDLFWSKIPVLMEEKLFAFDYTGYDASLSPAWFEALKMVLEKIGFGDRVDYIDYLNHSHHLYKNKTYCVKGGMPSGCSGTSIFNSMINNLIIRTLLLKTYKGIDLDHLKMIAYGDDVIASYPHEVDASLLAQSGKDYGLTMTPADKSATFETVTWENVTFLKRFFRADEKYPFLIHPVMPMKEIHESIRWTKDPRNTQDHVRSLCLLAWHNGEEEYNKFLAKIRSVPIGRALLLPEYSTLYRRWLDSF
PV pol inh FP z-score: further read-out of PV pol inh, marked with its call; z-score; measured here: FP z-score; hits read low
* hit, by the source's call; & = joins results of further samples. A portion of the library, so the mix of outcomes need not match the whole.

SMILES	PV pol inh	PV pol inh FP z-score
Cc1ccc(S(=O)(=O)C(CNS(=O)(=O)c2ccc(F)c(C(F)(F)F)c2)c2ccco2)cc1 (stereo not given)	106.0	0.1
CCc1ccc(OCC(=O)Nc2ccc3c(c2)c2ccccc2n3CC)c(Br)c1	101.0	-0.6
CCC(=O)Oc1c(S(=O)(=O)c2ccccc2)c(C)nn1C(C)(C)C	101.0	-0.2
CCOc1ccccc1NC(=O)Cn1nnc(C(=O)Nc2ccc(C)c(C)c2)c1N	114.0	1.4
Oc1ccc(O)cc1	99.0	0
CCOC(=O)C1C(C)=C(c2ccc(Cl)cc2)OC(N)=C1C#N (stereo not given)	108.0	0.6
Cc1cccc(NC(=S)Nn2c(O)c(C)sc2=S)c1	99.0	-0.6
Cc1ccc(C)c(NC(=O)Cc2nc(CSc3nnc(-c4cccs4)o3)cs2)c1	102.0	-0.1
Cc1cc2cc(CN(C(=O)N(C)C)C3CCCC3)c(Cl)nc2cc1C	105.0	1.2
Cc1ccc(C)c(Cn2c(=O)n(-c3ccc(Cl)cc3)c(=O)c3c4c(sc32)CCC4)c1	98.0	-2.4
CC(C)C(=O)NCC1(N(C)C)CCCCC1	103.0	-0.9
CCn1cc(P(=Nc2ccc(C(=O)O)cc2)(N2CCOCC2)N2CCOCC2)c2ccccc21	103.0	0.2
CNS(=O)(=O)c1cccc(C(=O)NCC(c2ccco2)N(C)C)c1 (stereo not given)	104.0	0.1
Cc1ccc2c(c1)-c1onc(C(=O)NC3CCCCC3)c1CO2	105.0	0.5
COc1ccc(-c2cc(-c3ccco3)c(C#N)c(N)n2)cc1	117.0	1.4
COc1ccc(CCNc2cc(C)nc3c(-c4ccc(OC)c(OC)c4)c(C)nn23)c(OC)c1	102.0	0.3
CCCc1cc(=O)n(CC(=O)N2CCCc3ccccc32)c(-n2nc(C)cc2C)n1	105.0	0.2
O=C(Cn1cc(SCc2ccc(F)cc2)c2ccccc21)N1CCCCCC1	118.0	0.4
CCOc1ccccc1C(=O)N1CCN(CCc2ccccn2)CC1	107.0	0.1
Cc1cc(Cl)ccc1NC(=O)C1CCN(c2nnc(-n3c(C)ccc3C)s2)CC1	110.0	1
CCOC(=O)/C(C#N)=C/c1cc(Br)cs1	103.0	0.7
O=c1ccc2cc(S(=O)(=O)NCCN3CCN(c4cccc(Cl)c4)CC3)ccc2[nH]1	102.0	0.1
CC(C)C(=O)OCC(=O)Nc1ccc(I)cc1	101.0	-0.1
O=C(NC1CC(=O)N(c2ccc(F)cc2)C1)C(c1ccccc1)c1ccccc1 (stereo not given)	115.0	1.7
O=C(OCCCN1CCOCC1)c1ccc(O)cc1O	104.0	0.7
CCOC(=O)N1CCC(NC(=O)c2ccc3c(Cl)c4c(nc3c2)CCCC4)CC1	102.0	0.4
CCCCCCCCCCCCC(O)C(=O)O (stereo not given)	100.0&100.0	-0.5&0.1
C=CCSc1nnc(Cn2c(=O)sc3ccccc32)n1-c1ccccc1	103.0	1.5
CC(C)c1ccc(S(=O)(=O)N2CCN(CC(=O)Nc3ccccc3C(F)(F)F)CC2)cc1	105.0	0.4
CC(C)OC(=O)CSc1n[nH]c(-c2cccnc2)n1	101.0	-0.3

Record cards, from the list above.
`O=C(OCCCN1CCOCC1)c1ccc(O)cc1O` is entered as PV pol inh: 104.0; PV pol inh FP z-score: 0.7
`CCOC(=O)/C(C#N)=C/c1cc(Br)cs1` is entered as PV pol inh: 103.0; PV pol inh FP z-score: 0.7
`CCCCCCCCCCCCC(O)C(=O)O` (stereo not given) is entered as PV pol inh: 100.0&100.0; PV pol inh FP z-score: -0.5&0.1

Further entries follow:
SMILES	PV pol inh	PV pol inh FP z-score
CCC(C)NC(=O)Cn1c(=O)n(CC(=O)NCc2ccc(C)cc2)c(=O)c2sccc21 (stereo not given)	103.0	0.9
Cc1ccccc1C(=O)Nc1ccccc1C(=O)OCc1cc(=O)n2nc(C3CC3)sc2n1	103.0	-0.7
Clc1ccc(-c2ncnn2-c2ccc(Br)nc2)cc1	102.0	0
CCn1ccc2cc(S(=O)(=O)N3CCCN(C(=O)Nc4ccccc4OC)CC3)ccc21	102.0	-1.1
N#Cc1ccc(NCC(=O)Nc2ccc(S(=O)(=O)N3CCCCC3)cc2)cc1	101.0	-0.3
CCCCCOC(=O)CSc1nc2sc3c(c2c(=O)n1Cc1ccccc1)CC(C)(CC)OC3 (stereo not given)	108.0	0.3
COc1ccc(NC(=O)COc2cc(=O)n(C)c3ccccc23)cc1OC	100.0	-0.2
C=CCN1CCN(C(=O)c2cccc(C)c2)CC1	107.0	2.3
COCCNC(=O)c1ccc(-n2c(-c3ccccc3)cc3c2CCC(C)C3)cc1 (stereo not given)	105.0	-0.3
Cc1ccc(CNC(=O)c2cnc3c(-c4ccccc4)c(C)nn3c2C)o1	110.0	0.4
Cc1nc(Oc2ccccc2C)c2oc3ccccc3c2n1	111.0	0.9
CCN1C(=O)C(=Cc2cn(Cc3c(F)cccc3Cl)c3ccccc23)C(=O)N(CC)C1=S	99.0	-0.8
COc1ccc2oc(=O)cc(CN3CCCc4ccccc43)c2c1	101.0	-0.5
CCCc1cc(C(=O)NC2CCCCC2)no1	101.0	0
CCN1C(=O)c2ccc(C(=O)NCc3ccccc3)cc2C1=O	100.0	-0.4
Cc1cc(CN2CCN(CCC#N)CC2)c(O)c(C2(C)CCCCC2)c1	103.0	0.7
CCOc1ccc(NC(=O)c2ccc3c(=O)n4nc(Nc5ccccc5C)sc4nc3c2)cc1	113.0	1.1
CCC(CC)NC(=O)/C=C/c1ccccc1	100.0	-0.3
Cc1ccc(-c2sc(-c3ccccc3)nc2CC(=O)O)cc1	102.0	0.2
CCN(CC)c1nc2c(S(=O)(=O)c3ccccc3)nnn2c2ccccc12	105.0	1.8
CCCCOC(=O)c1cccc(NC(=O)c2cc3ccccc3o2)c1	104.0	0.1
COc1ccccc1NC(=O)CSC1=Nc2ccccc2N=C(c2ccc(F)cc2)C1	107.0	0
COc1ccc(Nc2c(-c3ccccc3)nc3cnccn23)cc1	102.0	0.3
CC1(C)CC2CC(C)(CN2C(=O)CSCC(=O)O)C1 (stereo not given)	101.0	-0.1
CCN1c2cc(C)ccc2-n2cccc2C12CCN(C(=O)Nc1cc(OC)c(OC)c(OC)c1)CC2	104.0	-0.4
COc1ccccc1OCC(O)CN1CCN(CC(=O)Nc2c(C)cccc2C)CC1 (stereo not given)	97.0	-0.3
Cn1c(=O)n(C2(C)CSC2)c2ccccc21	97.0	-0.4
Cn1c(O)c(/C=C2/C=Nc3ccccc32)c(=O)n(C)c1=O	100.0	-0.2
CCOC(=O)c1nnc(-c2ccc3c(c2)OCO3)o1	101.0	0.2
CCc1ccc(-n2nc(C)c3c(C(=O)Nc4cc(OC)cc(OC)c4)cc(C)nc32)cc1	103.0	-1
CC(C)c1ccc(OCc2ccc(C(=O)N(C)C)o2)cc1	103.0	0
FC(F)(F)c1ccc2nnn(OCc3nnc(-c4ccccc4)o3)c2c1	103.0	0.2
COc1ccccc1N1CCN(S(=O)(=O)c2ccc(-n3cnnn3)cc2)CC1	109.0	0.6
CCCCN(CCCC)CCNC(=O)CN1C(=O)CSc2ccc(S(=O)(=O)N3CCOCC3)cc21	115.0	1
O=C(Cn1c(C(F)(F)F)nc2ccccc21)NN=C1CCCC1	98.0	-0.4
C=CCn1c(N)c(C#N)c2nc3ccccc3nc21	102.0	-0.1
CCOc1ccc(NC(=O)CCNS(=O)(=O)c2cccc3nonc23)cc1	104.0	-0.3
CN1C(=O)/C(=C/c2ccco2)N(C)C1=S	101.0	0.3
COc1ccccc1C(=O)CC1(O)C(=O)N(CC(N)=O)c2ccccc21 (stereo not given)	107.0	0.4
N#Cc1ccc(NC(=O)c2nc3ncccn3n2)cc1	102.0	0.1
C=CCn1c(C)cc(C(=O)COC(=O)Cn2[nH]c(=O)c3ccccc3c2=O)c1C	98.0	0.1
CN1CCCN(C(=O)c2ccc(Oc3ccccc3)cc2)CC1	101.0	-0.1
Cc1ccc(NC(=O)CN2C(=O)COc3ccc(S(=O)(=O)N4CCOCC4)cc32)c(Cl)c1	116.0	0.1
Cc1ccc(CN2C(=O)c3oc4ccc(C)cc4c(=O)c3C2c2ccc(O)cc2)cc1 (stereo not given)	109.0	0.6
O=C1CCS(=O)(=O)CC1	101.0	-0.1
COc1ccc(CN=C(Nc2ccccc2)SC2CC(=O)NC2=O)cc1 (stereo not given)	105.0	0.6
O=C(/C=C/c1ccccc1)NC(=S)N1CCCCC1	100.0	-0.8
CCOc1ccccc1NC(=O)c1c(NC(=O)c2cccc(C)c2)sc2c1CCC2	106.0	0.5
O=C(Nc1nnc(C2CCCCC2)s1)C1CC(=O)N(c2ccccc2)C1 (stereo not given)	102.0	0
CN(C)c1ccc2c3c(ccc(N(C)C)c13)[C@](O)(C(F)(F)F)O[C@]2(O)C(F)(F)F	100.0	-0.6
NC(=O)Cn1c(CN2CCC(Cc3ccccc3)CC2)nc2ccccc2c1=O	101.0	-0.3
O=C(O)/C=C/C(=O)N1CCN(c2ccc(C(F)(F)F)cn2)CC1	103.0	0.4
Cc1cc(C)cc(Nc2ncnc3onc(-c4ccc(F)cc4)c23)c1	107.0	0.3
O=C(OCC(=O)N1CCN(c2ccccc2)CC1)c1cccc(F)c1	102.0	-0.2
CC(O)(CC(=O)O)C12CC3CC(CC(C3)C1)C2 (stereo not given)	101.0	0.6
CCOC(=O)c1oc2ccccc2c1COC(=O)c1cccc(C#N)c1	99.0	-0.2
Cc1ccc(NC(=O)/C(C#N)=C/c2ccc(-c3ccc(Cl)c(C(=O)O)c3)o2)cc1C	106.0	0.5
CCc1ccccc1NC(=O)Cn1c(=O)ccc2cc(S(=O)(=O)N3CCCC3)ccc21	113.0	1.4
CC1CN(Cc2nc3c(Br)cc(Br)cc3c(=O)[nH]2)CC(C)O1 (stereo not given)	102.0	-0.3
COc1ccc(NC(=O)CNC(=O)Cn2c(C)cc3ccccc3c2=O)cc1OC	109.0	1.3

The list continues.
SMILES	PV pol inh	PV pol inh FP z-score
COC(=O)/C=C/CSc1nnc(-c2ccc(Cl)cc2Cl)o1	108.0	0.8
COC(=O)c1ccc(C(=O)OC)c(NC(=S)N2CCCC2)c1	100.0	-0.5
COc1ccc(S(=O)(=O)NCCc2cc3ccc(OC)cc3[nH]c2=O)cc1	101.0	-0.1
CCOc1ccccc1CNC(=O)CSc1nnc(C)c2c(C)n(-c3ccccc3)nc12	98.0	-1.3
Nc1nc2c(C(=O)NCc3ccncc3)nnn2c2ccccc12	102.0	0.2
O=C(CNCCCN1CCOCC1)Nc1cccc(C(F)(F)F)c1	93.0	-0.6
C#CCSc1nc(COC)cc(=O)[nH]1	103.0	0.4
Cc1nc(C(F)(F)F)ccc1C(=O)Sc1nnc(-c2ccc(C(F)(F)F)nc2C)o1	103.0	-0.4
Cc1c2cnn(CC(=O)NCCc3ccccc3)c(=O)c2c(C)n1Cc1ccccc1Cl	109.0	0.5
COc1ccc(-c2n[nH]c3c2cnc2ccc(F)cc23)cc1	116.0	2.4
O=C1c2ccccc2C(=O)C1(Cc1ccc(Cl)cc1)c1ccc(Cl)cc1	103.0	0.2
Fc1ccc(Cn2c(-c3cccc(Br)c3)nc3ccccc32)cc1	107.0	0.2
COc1ccc(CCN2C(=O)CC(NNc3ccccc3)C2=O)cc1OC (stereo not given)	106.0	0.8
CCc1ccc(NC(=O)Cn2c(=O)c3cc(Cl)ccc3n3nncc23)cc1	109.0	1.5
O=C(NC1CS(=O)(=O)CC1NCc1ccco1)c1ccccc1 (stereo not given)	108.0	0.5

2 entries from above, reformatted.
> CC(C)C(=O)NCC1(N(C)C)CCCCC1
  PV pol inh = 103.0; PV pol inh FP z-score = -0.9

> CCn1cc(P(=Nc2ccc(C(=O)O)cc2)(N2CCOCC2)N2CCOCC2)c2ccccc21
  PV pol inh = 103.0; PV pol inh FP z-score = 0.2

Continuation:
SMILES	PV pol inh	PV pol inh FP z-score
CCCSc1nnc(NC(=O)C(CC)CC)s1	100.0	-0.2
Cc1nnc(N(C)C(=O)CNC(=O)c2ccccc2)s1	100.0	-0.2
CCOc1ccc(NC(=O)c2cc3c(s2)-c2ccccc2OC3)cc1	106.0	0.5
O=c1sc2ccccc2n1Cc1nnc(-c2ccccc2)o1	104.0	0.8
COc1ccc(-c2nc3ccccc3o2)cc1NC(=O)COc1c(C)cc(Cl)cc1Cl	104.0	-0.4
COc1ccc2c(c1)CC(C1(O)C(=O)N(C)c3ccccc31)C2=O (stereo not given)	99.0	-0.3
CN(C(=O)CSc1nc2c(c(=O)[nH]1)CCCC2)c1ccccc1	112.0	0.9
CCCCNC(=O)Cn1ncc2c(C)n(Cc3cccc(Cl)c3)c(C)c2c1=O	112.0	1
CC(C)c1cc(C(=O)Nc2cccnc2)no1	100.0	-0.9
CCOc1ccccc1NC(=O)C1CCN(S(=O)(=O)Cc2ccccc2)CC1	110.0	0.5
O=c1cc(CSc2nnc(CN3CCCCC3)n2Cc2ccccc2)nc2sc3ccccc3n12	101.0	-0.3
CC1(C)c2ccccc2N2CC(=O)NC21/C=C/c1ccc(N2CCOCC2)cc1 (stereo not given)	103.0	0
Cc1ccc(NC(=S)NN(C)C)cc1C	100.0	-0.1
CCOc1ccc(NC(=O)c2c(NCc3sccc3C)sc3c2CCCCC3)cc1	116.0	1.9
O=C1c2ccccc2C(=O)N1CC(=O)n1nnc2ccccc21	101.0	0
O=C(OCC(=O)N1c2ccccc2Sc2ccccc21)c1ccco1	100.0	-0.2
CCCc1ccc(S(=O)(=O)N2CCC(c3nnnn3-c3ccc(OC)cc3)CC2)cc1	103.0	-1.2

Some of these compounds in order of SMILES length, low to high.
SMILES	PV pol inh	PV pol inh FP z-score
O=C1c2ccccc2C(=O)N1CC(=O)n1nnc2ccccc21	101.0	0
COc1ccc2c(c1)CC(C1(O)C(=O)N(C)c3ccccc31)C2=O (stereo not given)	99.0	-0.3
CCOc1ccc(NC(=O)c2c(NCc3sccc3C)sc3c2CCCCC3)cc1	116.0	1.9

Screens from PubChem.
